# influenza NS1A = NS1A inhibition, H1N1 influenza, cell based functional assay (AID 504329); NS1A functional cell-based assay, percent inhibition; higher % means a stronger effect; 0.3% of 340,000 active; inhibition, % at 12.5 µM; hits with a dose series show IC50 in µM; in the data active means a potency from the dose series; inconclusive means inhibition above about 27% without an active follow-up result; further: strong numbers were not always called active
# tuberculosis growth = growth inhibition of non-replicating M. tuberculosis (AID 488890); inhibition, % at 25 µM; hits with a dose series show IC50 in µM; 0.39% of 320,000 active; Mycobacterium tuberculosis non-replicating, growth inhibition; higher % means a stronger effect; in the data active means a potency from the dose series; inconclusive means inhibition mostly from about 82% at the one dose, without a potency; inactive means the rest, 99 in 100 with inhibition below about 76%;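 further: plate controls were DMSO cells for no effect and high antibiotic wells for full effect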
# inhibitors of VEEV = inhibitors of VEEV TC-83 cytopathic effect, confirmation, Vero cells (AID 588727) | Vero cells, VEEV TC-83 cytopathic effect inhibition; higher % means a stronger effect | inhibition, % at 20 µM, or IC50 in µM where a hit was titrated | 0.13% of 350,000 active; in the data active means a potency from the dose series; inconclusive means inhibition mostly from about 14% at the one dose, without a potency; inactive means the rest, 99 in 100 with inhibition below about 12%; further: strong numbers were not always called active
# H37Rv inhibition = M. tuberculosis growth inhibition, HTS (AID 449762). M. tuberculosis H37Rv growth inhibition, 7H9 media; higher % means a stronger effect. inhibition, % at 25 µM; hits with a dose series show IC50 in µM. 0.59% of 330,000 active; in the data active means a potency from the dose series; inconclusive means inhibition above about 70% without an active follow-up result;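 further: bacterial growth assessed after seven days of incubation; strong numbers were not always called active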
# PhoP GFP inhibition = PhoP regulon inhibitors, Salmonella typhi PhoP promoter GFP reporter, confirmatory (AID 1850); 0.33% of 310,000 active; one-dose inhibition, % at 50 µM; IC50 in µM for titrated hits; Salmonella Typhi PhoP-promoter GFP reporter, fluorescence, 4 h; higher % means a stronger effect; in the data active means a potency from the dose series; inconclusive means inhibition mostly from about 25% at the one dose, without a potency; inactive means the rest, 99 in 100 with inhibition below about 19%;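 further: 0% = induced wells with vehicle and 100% = uninduced wells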
# inhibitors of VEEV 10K pilot screen = second read-out of inhibitors of VEEV, no call of its own (marks repeat the call); inhibition, %; measured here: 10K pilot screen inhibition
# The depositor's hits bear a star; i = inactive; ? = inconclusive; . = no result given.
# Sample of the layout (2 entries):
SMILES,influenza NS1A,tuberculosis growth,inhibitors of VEEV,H37Rv inhibition,PhoP GFP inhibition,others
CSc1ccccc1-c1nnc(-c2ccccc2)o1,-7%,?,6.7%,47%,-2%,
O=S(=O)(NC1CCCCC1)c1ccc(Cl)nc1,19%,-8%,0.3%,4%,-11%,

# Results, repeating the preview:
SMILES,influenza NS1A,tuberculosis growth,inhibitors of VEEV,H37Rv inhibition,PhoP GFP inhibition,others
CSc1ccccc1-c1nnc(-c2ccccc2)o1,-7%,?,6.7%,47%,-2%,
O=S(=O)(NC1CCCCC1)c1ccc(Cl)nc1,19%,-8%,0.3%,4%,-11%,
CN(C(=O)CN1C(=O)NC2(CCCc3ccccc32)C1=O)C1CCCCC1 (configuration not stated),-3%,6%,i,0%,.,
COc1ccc(N2CCSC2C(=O)NN)cc1 (configuration not stated),-16%,-1%,1.2%,-11%,2%,
COc1cccc(/C=C2\SC(=O)N(CC(=O)NC3CCS(=O)(=O)C3)C2=O)c1 (configuration not stated),1%,16%,0.4%,6%,-32%,
CC(C)CN(C(=O)CCC(=O)OCC(=O)N(C)c1ccccc1)c1c(N)n(CC(C)C)c(=O)[nH]c1=O,-1%,-8%,0.8%,-8%,9%,
CCN(CC)CCCN1C(=O)C(=O)/C(=C(/O)c2ccc3c(c2)OCCO3)C1c1ccco1 (configuration not stated),-5%,-10%,i,-6%,1%,
CC1CC(C(F)(F)F)n2nc(C(=O)O)cc2N1 (configuration not stated),-4%,4%,0.3%,3%,-3%,
COc1ccc(S(=O)(=O)N2CCN(Cc3ccccc3)CC2)cc1OC,-2%,-2%,0.3%,1%,-2%,
CC(=O)N(c1ccccc1C)S(=O)(=O)c1ccc(Cl)cc1,-11%,2%,1.3%,-5%,-13%,
O=C(Nc1cc(S(=O)(=O)N2CCCCC2)ccc1Cl)c1ccc(F)cc1,-1%,-2%,7.6%,-7%,.,
Cc1nc(N2CCCCC2)c2c(C)c(C(=O)Nc3ccc4c(c3)OCCO4)sc2n1,6%,29%,8.5%,?,-1%,
CCNC(=S)NNC(=O)c1csc2c1CCC(C)C2 (configuration not stated),1%,29%,0.5%,5%,-2%,
COC(=O)CN1C(c2ccccc2O)Nc2ccc(Br)cc2C1c1ccccc1 (configuration not stated),21%,2%,0.8%,-4%,-7%,
Cc1nnc(NC(=O)CSc2nnc(Cc3cccn3C)n2CCc2ccccc2)s1,0%,.,4.6%,.,-4%,
CCc1nc(CNC(=O)C2CCC(=O)N(Cc3ccccc3F)C2)no1 (configuration not stated),0%,.,3.8%,.,.,
CCCOc1ccccc1NC(=O)c1ccc([N+](=O)[O-])cc1,0%,73%,0.6%,6%,-15%,
O=C(N/N=C/c1ccc(O)cc1)c1csc2c1CCCC2,-5%,69%,4.8%,-2%,-3%,
O=C(CCc1nc2ccccc2[nH]1)Nc1ccc2c(c1)OCO2,-4%,5%,0.8%,14%,1%,
O=C(NC(Cc1c[nH]c2ccccc12)C(=O)OCC(=O)c1cccc2ccccc12)c1cccs1 (configuration not stated),5%,32%,1.0%,1%,-10%,
CCOC(=O)C1CCN(C(=O)COC(=O)CNC(=O)c2sc3ccccc3c2Cl)CC1,0%,58%,1.0%,-4%,.,
Cc1noc(C)c1COc1ccc(C(=O)Nc2nnc(CC(C)C)s2)cc1,-5%,33%,1.9%,-2%,.,
CCN(C(=O)COC(=O)CNC(=O)c1ccc2ccccc2c1)C1CCS(=O)(=O)C1 (configuration not stated),-4%,7%,0.8%,8%,-10%,
CC1CCc2c(C(=O)Oc3cccc(-n4cnnn4)c3)csc2C1 (configuration not stated),-3%,69%,3.9%,40%,-2%,
C=CCn1c(N)c(C(=O)Nc2ccc(C)c(C)c2)c2nc3ccccc3nc21,-4%,11%,1.6%,11%,-7%,
# New compounds follow
SMILES,influenza NS1A,tuberculosis growth,inhibitors of VEEV,H37Rv inhibition,PhoP GFP inhibition,others
O=C(COC(=O)c1ccccc1Br)Nc1ccc2[nH]c(=O)[nH]c2c1,0%,-6%,0.4%,-1%,-8%,
CCCCN(CC)S(=O)(=O)c1ccc(C(=O)N(CCCN(C)C)c2nc3cc(C)cc(C)c3s2)cc1,20%,41%,?,?,-5%,
CCOC(=O)C1CCN(C(=O)CNS(=O)(=O)c2ccc(Br)s2)CC1,8%,7%,2.4%,-9%,-2%,
O=C(CN1CCC(n2nnc3cc(F)ccc32)CC1)N1CCCc2ccccc21,-2%,54%,6.1%,-9%,-4%,
CC1(c2ccc3ccccc3c2)NC(=O)N(CC(=O)O)C1=O (configuration not stated),3%,-29%,2.2%,0%,4%,
COc1ccc(C(=O)CSc2nnc(CNc3ccc(C)cc3C)n2Cc2ccco2)cc1,-2%,34%,8.7%,60%,-5%,
COc1ccc(Cc2c(O)nc(SCC(=O)N3CCCCCC3)[nH]c2=O)cc1,4%,4%,0.2%,-2%,3%,
O=C(O)CCC(=O)N1CCc2cc(S(=O)(=O)N3CC=C(c4ccccc4)CC3)ccc21,-2%,-6%,2.7%,6%,-1%,
COC(=O)c1cc(NC(=O)CC2CCCC2)cc(C(=O)OC)c1,-3%,12%,1.3%,-11%,-8%,
CC(C)CCNC(=O)NC(=O)COC(=O)c1cc(S(=O)(=O)N2CCOCC2)ccc1N1CCCCC1,26%,-5%,0.2%,-1%,2%,
CCOC(=O)N1CCN(c2ccc(C(F)(F)F)cn2)CC1,13%,58%,0.1%,3%,-2%,
O=C1c2ccccc2NC(c2ccc([N+](=O)[O-])cc2)N1O (configuration not stated),9%,23%,8.0%,2%,6%,inhibitors of VEEV 10K pilot screen=12
CC12CC(O)C3c4ccc(O)cc4CCC3C1CCC2=O (configuration not stated),-8%,3%,i,0%,4%,
CNc1ccccc1C(C)(C)c1cc(-c2ccc(F)cc2)no1,5%,54%,2.3%,1%,-6%,
CCN(CC)S(=O)(=O)c1cccc(NC(=O)c2ccc(Sc3nncn3C)c([N+](=O)[O-])c2)c1,5%,22%,i,-3%,-16%,
COc1ccc(Nc2nc(N/N=C/c3ccc(N(C)C)cc3)nc(C)c2[N+](=O)[O-])cc1,15%,9%,1.8%,13%,-6%,
N=c1c2c3c(sc2ncn1CCCO)CCCC3,0%,-47%,0.0%,2%,20%,
COc1ccc(/C=C/C(=O)OCC(=O)N2CCc3ccccc32)cc1,-7%,6%,0.7%,-4%,.,
CCCn1c(SCC(=O)N(CC)c2c(N)n(Cc3ccccc3)c(=O)[nH]c2=O)nnc1-c1ccncc1,-1%,.,0.4%,.,.,
COc1ccc(CC(=O)NNC(=S)NCC2CC2)cc1OC,7%,-4%,0.5%,-1%,-4%,
NC(=O)c1ccsc1NC(=O)c1ccc([N+](=O)[O-])o1,0%,?,26%,?,.,
CN(CC(=O)Nc1ccc(SC(F)F)cc1)C1CCCCC1,-1%,53%,0.9%,3%,-3%,
CCN=C1SC(C(=O)Nc2ccccc2)CC(=O)N1CC (configuration not stated),-8%,-4%,i,-4%,-3%,
Cc1ccc(C)c(CN2CCC(n3nccc3NC(=O)CCCc3ccccc3)CC2)c1,4%,41%,3.4%,?,-18%,
O=C(N/N=C/C=N/NC(=O)c1ccco1)c1ccco1,21%,11%,2.8%,-6%,-3%,

# 7 compounds drawn at random from those above:
SMILES,influenza NS1A,tuberculosis growth,inhibitors of VEEV,H37Rv inhibition,PhoP GFP inhibition,others
COc1ccc(CC(=O)NNC(=S)NCC2CC2)cc1OC,7%,-4%,0.5%,-1%,-4%,
CC12CC(O)C3c4ccc(O)cc4CCC3C1CCC2=O (configuration not stated),-8%,3%,i,0%,4%,
COc1ccc(Cc2c(O)nc(SCC(=O)N3CCCCCC3)[nH]c2=O)cc1,4%,4%,0.2%,-2%,3%,
COc1ccc(C(=O)CSc2nnc(CNc3ccc(C)cc3C)n2Cc2ccco2)cc1,-2%,34%,8.7%,60%,-5%,
NC(=O)c1ccsc1NC(=O)c1ccc([N+](=O)[O-])o1,0%,?,26%,?,.,
O=C(CN1CCC(n2nnc3cc(F)ccc32)CC1)N1CCCc2ccccc21,-2%,54%,6.1%,-9%,-4%,
N=c1c2c3c(sc2ncn1CCCO)CCCC3,0%,-47%,0.0%,2%,20%,

# (cont.)
SMILES,influenza NS1A,tuberculosis growth,inhibitors of VEEV,H37Rv inhibition,PhoP GFP inhibition,others
O=C(COc1ccccc1)N1CCN(c2ncccn2)CC1,4%,6%,3.6%,5%,-6%,
O=C1CN(C(=O)COc2ccc(Br)cc2)c2ccccc2N1,-2%,11%,i,-3%,-8%,
c1ccc(C[C@H]2CNCCN2CCc2cccc3ccccc23)cc1,8%,51%,12%,54%,4%,
O=C(Cc1ccc(Br)cc1)NCCc1ccc(Cl)cc1Cl,-13%,30%,0.0%,7%,6%,
O=c1[nH]c(CSc2ccccn2)nc2c1oc1ccccc12,-9%,-8%,3.2%,8%,12%,
COc1ccc(CNC(=O)CCCn2nc(C)c3c(C)n(-c4ccc(C)cc4)nc3c2=O)cc1OC,2%,5%,0.5%,0%,9%,
CC1(c2ccc3ccccc3c2)NC(=O)N(CC(=O)N2CCN(Cc3ccc(C#N)cc3)CC2)C1=O (configuration not stated),1%,.,2.3%,.,.,
O=C(NCc1ccc(F)cc1)c1ccccc1OCc1ccccc1,-11%,4%,5.8%,-1%,3%,
CC1(C)Oc2ccc(C(=O)N3CCCC3)cc2N(CC(=O)NCc2ccccc2)C1=O,10%,0%,i,-6%,7%,
Cc1ccc(CS(=O)(=O)Cc2ccc(C(=O)NCC3CCCO3)o2)cc1 (configuration not stated),1%,-11%,i,0%,3%,
COc1ccc(-n2c(=O)c3c4c(sc3n(CC(=O)Nc3cc(C)[nH]n3)c2=O)CCC4)c(OC)c1,-9%,34%,1.6%,-6%,-7%,
O=C1C2C3C=CC(C3)C2C(=O)N1c1ccc(N2CCN(c3ccccn3)CC2)c([N+](=O)[O-])c1 (configuration not stated),2%,16%,i,10%,7%,
COc1ccccc1/C=C(/NC(=O)c1ccc(Cl)cc1Cl)C(=O)O,3%,-10%,i,2%,-8%,
CCc1cccc(NC(=O)c2cccc3c2C(=O)N(C2CCCCC2)C3)c1,-9%,38%,1.7%,37%,3%,
CCCCNC(=O)C1CCN(S(=O)(=O)N2CCCCCC2)CC1,4%,-1%,0.2%,-1%,-16%,inhibitors of VEEV 10K pilot screen=0.8
CCC(C)NC(=O)C1c2cc(OC)c(OC)cc2C(=O)N(C)C1c1ccc(OC)cc1 (configuration not stated),3%,-3%,2.2%,-15%,3%,
COc1ccc(C(=O)NNC2=NCCCCC2)cc1,9%,-5%,0.3%,2%,8%,
COc1c(C)cccc1C(=O)Nc1ccc(N2CCN(S(C)(=O)=O)CC2)cc1,5%,-5%,4.5%,-5%,0%,
O=C(CN1c2ccccc2Sc2ccccc21)N/N=C/c1ccccc1,-24%,-6%,2.3%,4%,6%,
Cc1cc(C)cc(N(CCC#N)C(=O)CSC2=Nc3ccccc3C3CC=NN23)c1 (configuration not stated),-2%,33%,7.0%,-6%,-8%,
COc1cccc(-n2cnnn2)c1,0%,-13%,5.7%,-12%,-7%,
CC(=O)Nc1cc[n+](C(C)C(=O)c2ccc(Cl)cc2)cc1 (configuration not stated),-6%,15%,0.2%,-7%,7%,
CCn1c(SCC(=O)Nc2oc(C)c3c(C)n[nH]c(=O)c23)nc2sc(C)c(C)c2c1=O,-5%,6%,7.9%,3%,-2%,
COc1ccc(OCC(=O)Nc2cc(C)c(Cl)cc2OC)c([N+](=O)[O-])c1,-10%,-8%,0.6%,-5%,-2%,
O=[N+]([O-])c1ccc(N2CCN(C(=S)Nc3ccc(F)cc3F)CC2)cc1,1%,57%,0.3%,1%,4%,
# Going on with the list:
SMILES,influenza NS1A,tuberculosis growth,inhibitors of VEEV,H37Rv inhibition,PhoP GFP inhibition,others
O=C(CN1C(=O)NC2(CCCCCC2)C1=O)N1CCN(c2ccccc2)CC1,0%,-1%,0.1%,-16%,.,
O=C(NCC(=O)N(Cc1ccco1)C(C(=O)NC1CCCC1)c1ccncc1)c1cccs1 (configuration not stated),11%,3%,0.4%,6%,2%,
CCCOC(=O)Cc1c(O)c2ccccc2[nH]c1=O,3%,-5%,0.5%,6%,-12%,
COCCNC(=O)C1CC(c2ccc(F)cc2)=NO1 (configuration not stated),15%,15%,4.9%,-4%,-13%,
O=C(Nc1nccs1)c1ccc(-c2cccc([N+](=O)[O-])c2)o1,1%,-27%,?,-5%,6%,
CC(C)N(Cc1ccccc1)C(=O)C1CCCN(c2ncnc3c2nc2n3CCCCC2)C1 (configuration not stated),2%,14%,5.1%,6%,9%,
CCOC(CC(=O)NNC(=O)c1c(-c2c(Cl)cccc2Cl)noc1C)OCC,.,-7%,3.7%,-3%,4%,

# Compound activity deposited in PubChem BioAssay by Southern Research Specialized Biocontainment Screening Center.
